# Screening results deposited in PubChem by The Scripps Research Institute Molecular Screening Center.
# TDP2 inh: human TDP2 enzyme inhibitors, primary screen, biochemical, epi absorbance, recombinant enzyme; Tyrosyl-DNA phosphodiesterase 2 (Homo sapiens), O95551; T5PNP hydrolysis, p-nitrophenol absorbance 415 nm; inhibition, % at 12.8 µM; 370,000 compounds, 0.34% hits;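 active = inhibition above the mean of all tested compounds plus 3 SD, set per campaign, cut at about 25% in these data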;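 also: 0% = DMSO with enzyme and 100% = buffer with substrate but no TDP2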
# Target sequence (O95551 whole entry, looked up): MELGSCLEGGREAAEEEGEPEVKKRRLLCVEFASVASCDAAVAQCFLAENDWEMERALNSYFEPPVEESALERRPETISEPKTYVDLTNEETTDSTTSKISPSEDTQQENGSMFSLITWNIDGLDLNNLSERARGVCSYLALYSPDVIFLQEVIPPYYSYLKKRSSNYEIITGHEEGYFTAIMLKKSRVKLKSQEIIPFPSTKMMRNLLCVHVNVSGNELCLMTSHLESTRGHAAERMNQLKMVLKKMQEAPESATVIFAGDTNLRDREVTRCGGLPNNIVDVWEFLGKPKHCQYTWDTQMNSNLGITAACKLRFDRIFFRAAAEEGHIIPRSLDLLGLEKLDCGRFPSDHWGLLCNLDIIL
#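 System: recombinant human TDP2 / Amount: 120 nM TDP2 per well / Also added: 5 mM T5PNP chromogenic substrate / Doses: 12.8 µM single point, 1% DMSO / Incubation: 2 h at 37 °C / Detection: p-Nitrophenol epi absorbance / Evaluation: % inhibition relative to enzyme-containing and enzyme-free wells / Repeats: singlicate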
# ADAM17 inh: ADAM17 inhibitors, primary screen, biochemical, QFRET; recombinant ADAM17, EDANS/DABCYL FRET peptide cleavage; inhibition, % at 6.95 µM; 370,000 compounds, 0.83% hits; AID 720648, 2013;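 active = inhibition above the mean of compounds lying between control limits plus 3 SD, set per campaign, cut at about 8.5% in these data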;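 also: 0% = DMSO-only wells as the low control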
# DDE Tn7 FP inh: inhibitors of Tn7 peptide binding to fibrin DD(E), primary screen, biochemical, fluorescence polarization, human fibrin, Tn7 probe. 370,000 compounds, 0.13% hits. Fibrinogen beta chain (Homo sapiens), P02675. FP displacement of FITC-Tn7 peptide from fibrin DD(E); 0% = median of compound wells per plate. inhibition, % at 8.3 µM. AID 720508, 2013;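 active = inhibition above the mean of compounds falling within the control limits plus 3 SD of them, cut at about 14% in these data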;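 also: 0% = plate median of compound wells and 100% = 10 µM Aha-Tn7 peptide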
#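 system = human fibrin DD(E) protein | quantity = DD(E) 2 µM final | medium = Tris/NaCl/CaCl2 buffer, pH 7.8 | also added = labelled Tn7 tracer, 0.1 µM | compound dosing = single point at 8.3 µM | timing = compound with protein 10 min, then 3 h after probe, room temperature | signal = FP measurement | benchmarks = Aha-Tn7 high control | repeats = one replicate per compound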
# ASAP1 GAP inh: inhibitors of human ASAP1 ArfGAP activity, primary screen, biochemical, fluorescence polarization; AID 624377, 2012; inhibition, % at 16.5 µM; 360,000 compounds, 0.19% hits; ASAP1-stimulated ARF1 GTP hydrolysis, GDP FP detection; in the data active = inhibition above about 25%;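 also: 0% = vehicle with enzyme and substrate and 100% = no enzyme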
# PLCg1 inh: PLC-gamma1 enzyme inhibitors, primary screen, biochemical, fluorescence, purified enzyme | AID 720700, 2013 | 370,000 compounds, 0.84% hits | inhibition, % at 12.2 µM | fluorogenic substrate | 1-phosphatidylinositol 4,5-bisphosphate phosphodiesterase gamma-1 (Homo sapiens), P19174; in the data active = inhibition above about 9.5%
# LEDGF integ inh: blockers of LEDGF/p75-dependent integrase strand transfer – biochemical, TR-FRET, high throughput, primary screen. HIV-1 integrase (with human LEDGF/p75). TR-FRET IN-LEDGF/p75 DNA integration, Eu/Cy5. inhibition, % at 3.7 µM. 370,000 compounds, 0.64% hits. AID 743269, 2014;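 active = inhibition above the screen-wide mean plus 3 SD, cut at about 13% in these data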;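 also: signal is the Cy5 over europium emission ratio at 671 and 618 nm; 0% = plate median of compound wells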
# KLK7 zymogen act: proKLK7 zymogen activators, primary screen, biochemical, fluorescence intensity. Kallikrein-7 (Homo sapiens), P49862. purified proKLK7, EDANS-DABCYL substrate fluorescence; 100% is mature enzyme control, 0% vehicle. activation, % at 7 µM. 370,000 compounds, 0.9% hits. AID 652039, 2013;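 active = activation above the mean of all tested compounds plus 3 SD, computed per campaign excluding outliers beyond control limits, cut at about 13% in these data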
# Target sequence (P49862 whole entry, looked up): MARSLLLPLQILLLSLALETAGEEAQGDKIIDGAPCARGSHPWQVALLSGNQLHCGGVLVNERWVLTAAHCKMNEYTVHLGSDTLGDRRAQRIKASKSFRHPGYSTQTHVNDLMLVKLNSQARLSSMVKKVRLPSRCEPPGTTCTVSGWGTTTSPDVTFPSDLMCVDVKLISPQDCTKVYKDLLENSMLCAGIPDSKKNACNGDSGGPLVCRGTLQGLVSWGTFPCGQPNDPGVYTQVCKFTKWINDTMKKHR
# ARFGAP1 inhibitor: inhibitors of rat ARFGAP1 GAP activity, primary screen, biochemical, fluorescence polarization, GDP tracer | ADP-ribosylation factor GTPase-activating protein 1 (Rattus norvegicus), Q62848 | Arfgap1-stimulated ARF1 GTP hydrolysis, GDP FP detection | inhibition, % at 16.5 µM | 360,000 compounds, 0.26% hits | AID 651572, 2012;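 active = inhibition above a per-plate limit, mean inhibition of low control wells plus 3 SD, cut at about 25% in these data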;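 also: 0% = DMSO wells with enzyme and 100% = wells lacking Arfgap1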
# Target sequence (Q62848 1-136 limits assumed): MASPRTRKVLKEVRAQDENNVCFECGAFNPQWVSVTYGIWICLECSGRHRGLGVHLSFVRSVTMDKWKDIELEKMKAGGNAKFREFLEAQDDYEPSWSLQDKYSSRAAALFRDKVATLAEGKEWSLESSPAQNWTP
#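 Repeats: one replicate per compound; assay system: rat Arfgap1 catalytic domain, aa 1-136; times: enzyme reaction 120 min at 25 °C after 20 min preincubation; detection: FP of antibody-bound GDP Alexa 633 tracer, ex 620/em 688 nm; benchmarks: high control wells lacking Arfgap1, low control full reaction with DMSO; reagent: human ARF1(Δ1-17)-GTP substrate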
# Tn6 DDE FP: inhibitors of Tn6 peptide binding to fibrin DD(E), primary screen, biochemical, fluorescence polarization, human fibrin, Tn6 probe. Fibrinogen beta chain (Homo sapiens), P02675. Fibrin DD(E) TRITC-Tn6 fluorescence polarization displacement. inhibition, % at 8.3 µM. 370,000 compounds, 0.21% hits. AID 720509, 2013;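 active = inhibition above a per-campaign cutoff: mean of compounds within control limits plus 3 SD, cut at about 15% in these data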;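 also: 0% = median of all compound wells on the plate and 100% = blocking peptide control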
# ADAM10 inh: human ADAM10 inhibitors, primary screen, biochemical, QFRET, HTS; Disintegrin and metalloproteinase domain-containing protein 10 (Homo sapiens), O14672; recombinant ADAM10, EDANS/DABCYL FRET peptide cleavage, 3 h; inhibition, % at 7 µM; 370,000 compounds, 0.62% hits;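 active = inhibition above a per-campaign cutoff equal to the mean of compounds falling between control-based bounds plus 3 SD, cut at about 20% in these data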;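 also: 0% = DMSO wells while the 100% control is not disclosed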
# * = called active by the depositor; i = inactive.
TDP2 inh,ADAM17 inh,DDE Tn7 FP inh,ASAP1 GAP inh,PLCg1 inh,LEDGF integ inh,KLK7 zymogen act,ARFGAP1 inhibitor,Tn6 DDE FP,ADAM10 inh,compound
0.8,-2.3,-4.7,4.7,-3.3,1.3,-0.5,4.5,-4.6,-12.8,C[C@@H]1CN([C@H](C)CO)C(=O)CCCn2nncc2CO[C@@H]1CN(C)S(=O)(=O)c1ccccc1
0.5,-81.2,5.2,8.5,-30.4,0.0,1.6,6.6,-2.1,-231.9,CC(C)Oc1ncnc2c1[nH]c1ccccc12
-10.4,1.5,0.6,-1.9,3.7,6.0,0.6,-2.6,0.5,8.2,COc1cc(CC(=O)OCc2cccc([N+](=O)[O-])c2)cc(OC)c1OC
-2.2,-13.3,6.7,6.2,-182.9,0.9,-1.9,-1.0,2.9,-34.5,COc1ccc2nc(N3CCCCC3)c(C#N)cc2c1
-7.6,-37.8,2.1,-4.7,-46.2,0.6,2.9,-3.2,7.8,-193.0,CCc1ccc2nc(N3CCN(C)CC3)c(C#N)cc2c1
-8.6,-8.1,-6.7,2.4,-2.5,0.9,0.1,9.9,3.6,-25.0,COc1ccc2oc(C(=O)OCC(=O)NCc3ccc(OC)c(OC)c3)c(C)c2c1
-19.8,-46.9,-0.7,-7.8,-212.4,3.2,6.5,11.8,1.5,-214.3,O=C(CN1c2cccc3cccc(c23)S1(=O)=O)N1CCN(c2ccccc2)CC1
0.8,-1.5,-3.4,0.3,1.6,3.9,0.0,1.8,-4.9,-2.9,CC1CCCCC1NC(=O)CCCN1C(=O)c2ccccc2C1=O (configuration not stated)
-1.8,9.3*,6.8,-6.7,-6.8,-0.2,0.3,6.0,-9.1,13.7,C[C@H](NC(=O)c1nc[nH]c1C(=O)NC(c1ccccc1)c1ccccc1)C(=O)OCc1ccccc1
-1.6,-6.0,-0.9,10.5,0.5,0.9,-0.1,9.1,7.6,-3.3,CCOCCCNC(=O)c1ccc2c(=O)n(Cc3ccc4c(c3)OCO4)c(=S)[nH]c2c1
-9.1,-1.3,1.4,-3.3,-3.6,-2.8,0.0,-1.6,3.6,3.3,Cc1ccc(C)c(N2CCN(C(=O)CCc3nc(-c4cccc(Cl)c4)no3)CC2)c1
-12.2,2.9,5.5,-6.3,3.5,-4.2,-0.9,-3.8,1.9,3.5,COc1ccc(OC2C(=O)N(Cc3ccc(F)cc3)C2c2cc(OC)c(OC)c(OC)c2)cc1 (configuration not stated)
-7.7,-5.8,3.0,-6.6,0.5,-0.2,0.6,5.9,0.9,-5.1,O=C(COC(=O)CCC1CCCC1)Nc1ccccc1Br
0.8,-3.8,2.3,-0.3,-0.7,1.6,-0.5,4.1,3.8,-0.3,COc1ccc(/C=C\C(=O)CC(O)(c2ccccc2)C(F)(F)F)cc1 (configuration not stated)
-4.2,0.8,-3.4,-3.4,-0.5,2.3,0.3,-4.1,8.3,1.4,Cc1ccc(C(C#N)c2ccc(Cl)nn2)cc1 (configuration not stated)
8.9,-2.6,-4.7,-6.4,1.9,0.8,-1.3,4.6,-1.6,0.0,CCOC(=O)C(NC(=O)c1cccc(Cl)c1)(Nc1nnc(C)s1)C(F)(F)F (configuration not stated)
-0.4,6.5,-4.1,3.9,-30.6,2.8,-0.3,8.2,-4.9,8.8,CCCS(=O)(=O)c1c(S(=O)(=O)CCC)c2c(N)cccn2c1C(=O)c1ccc(Br)cc1
2.3,5.3,-3.9,3.8,3.4,-0.4,-0.6,0.8,0.2,-4.0,O=C(CCC(=O)N1CCOc2ccc(Cl)cc21)NCCCN1CCC(Cc2ccccc2)CC1
2.3,-0.1,10.0,5.7,0.7,2.1,0.4,-7.4,8.3,-7.5,Cc1cc(NC(=O)COC(=O)CCNS(=O)(=O)c2cccc(C(F)(F)F)c2)no1
-6.7,-0.4,6.7,18.1,-1.0,-1.9,-1.3,10.0,8.7,-6.4,CCOC(=O)c1ccc(-n2c(C)nc3c(cnn3-c3ccccc3C)c2=O)cc1
-13.0,1.0,-5.0,1.2,-4.2,-3.4,1.0,3.1,-4.8,0.8,O=C(CSc1nc2ccccc2[nH]1)Nc1ccc2[nH]c(=O)[nH]c2c1
-7.9,-66.9,7.5,4.8,-89.9,-3.3,3.9,4.7,-5.3,-171.5,COc1ccc2[nH]c(C(=O)NCCc3ccccc3)cc2c1
8.1,-1.7,4.1,5.7,-8.2,1.2,0.2,-2.7,1.3,-3.4,CCOc1cc(NC(=O)c2ccccn2)c(OCC)cc1NC(=O)c1cccc(C)c1
-19.3,0.3,-5.9,-0.9,5.4,1.6,-0.3,-0.9,-8.5,-0.7,FC(F)(F)c1ccc(-c2noc(CN3CCCN(C4CCCCC4)CC3)n2)cc1
-4.2,-182.0,-0.5,-2.8,-76.4,-1.7,4.9,1.4,8.1,i,COc1ccc(OCC(=O)NNc2c3ccccc3nc3ccccc23)cc1
13.6,0.8,0.2,-3.2,1.0,1.1,0.1,-1.0,1.9,-0.5,O=C(COc1ccc(Cl)cc1)NCCNC(=O)c1ccccn1
-0.9,4.6,-4.9,-2.0,3.3,-0.7,-0.3,11.9,6.5,0.3,Cc1nnc(C)n1/N=C/c1ccc(-c2ccccc2)cc1
8.0,-3.6,0.5,-1.6,2.9,-2.2,-0.4,-2.2,-8.6,-9.4,CC(C(=O)N1CCCC1)N1CCN(S(=O)(=O)c2ccccc2)CC1 (configuration not stated)
3.6,i,4.3,-1.3,i,-0.3,62.2*,4.0,-2.5,i,COc1ccc(-c2cc(-c3ccccc3)nc(=O)[nH]2)cc1
-6.5,1.8,2.4,-3.4,5.3,0.7,0.3,-4.2,0.4,3.2,Cc1ccc(C(=O)COC(=O)CN2C(=O)C3C4CCC(C4)C3C2=O)cc1[N+](=O)[O-] (configuration not stated)
4.4,1.6,-6.9,1.3,-4.1,1.0,0.6,-15.8,-2.9,-0.6,CC(=O)c1ccc(N2CCN(C(=O)Nc3ccc(C(C)C)cc3)CC2)cc1
6.3,-4.0,-5.6,-1.2,2.1,-0.4,-0.2,-3.8,-7.8,2.2,Cc1ccc(C(=O)Nc2ccc3c4c(cccc24)CC3)cc1[N+](=O)[O-]
9.9,-1.9,1.8,6.2,2.9,0.4,-0.2,-11.3,-4.0,-1.4,COC(=O)[C@]1(Cc2ccccc2)N[C@H](CN(C)S(=O)(=O)c2ccc(C(C)(C)C)cc2)[C@@H]2C(=O)N(Cc3ccccc3)C(=O)[C@@H]21
-8.1,-1.8,-0.8,-6.5,-0.8,-1.0,0.5,-3.6,3.4,9.2,CCOc1ccc(NC2=NCC(=O)N2Cc2cccs2)cc1
2.9,-2.5,-2.8,-0.7,-1.0,-3.1,0.1,5.7,5.0,-12.0,O=C(NC1CCN(Cc2ccccc2)CC1)c1ccc(CS(=O)c2ccc(F)cc2)o1 (configuration not stated)
0.7,-2.5,2.7,-5.0,-2.0,3.1,0.3,9.4,-5.1,8.0,CSc1ccccc1C(=O)Nc1nc2ccccc2[nH]1
4.4,-1.0,5.1,1.5,-0.6,-0.3,0.0,-1.7,0.5,11.5,CC(NC(=O)c1cccc(Cn2cc([N+](=O)[O-])cn2)c1)c1ccc(C(C)(C)C)cc1 (configuration not stated)
-6.5,-2.0,0.6,-0.8,1.6,-1.0,0.4,1.7,-1.2,1.4,Cc1csc(NC(=O)c2c(-c3ccccc3)noc2C)n1
4.2,0.4,8.2,-19.2,3.5,3.1,0.7,5.8,0.1,6.3,N/C(=N/O)C(c1ccccc1)c1ccccc1
-0.7,-2.5,2.8,-9.5,-1.6,0.7,-0.2,4.3,3.3,3.7,CC(=O)N1N=C(c2ccc3ccccc3c2)OC12CCCC2
-4.8,-0.3,1.7,10.1,-15.8,2.1,0.0,4.7,5.6,-5.9,Nc1ccc2nc(SCC(=O)N3CCOCC3)sc2c1
2.9,-3.4,3.8,7.3,-0.9,1.5,0.8,-8.3,2.7,7.0,COc1ccc(NC(=O)[C@@H]2CC=C[C@@H]3CCN(C4CCCCC4)C(=O)[C@@H]32)cc1
17.8,-3.1,1.8,0.9,-96.4,0.2,-0.7,4.3,-2.8,-0.7,CN(C)c1cccc(C(=O)Nc2nc3ccccc3[nH]2)c1
-2.3,-13.3,5.2,-18.3,-13.5,-0.5,0.4,-3.0,6.6,-46.5,CCCc1ccc(-c2ccc(/C=C/C(=O)O)cc2)nc1
3.7,-3.0,9.0,1.4,-0.9,0.8,-0.4,6.8,-7.9,4.3,CCOCCCn1c(SCC(=O)Nc2cc(C(C)(C)C)nn2-c2ccccc2)nc2ccccc2c1=O
9.8,-1.9,-1.9,5.9,1.8,-0.5,0.3,6.5,3.1,-3.2,Cc1ccc(CNC(=O)C2CC(c3ccc(C(F)(F)F)cc3)=NO2)o1 (configuration not stated)
-9.1,6.8,2.6,-0.7,-6.6,1.6,-1.9,6.3,-7.4,21.8*,Cc1ccsc1/C=N/NC(=O)c1nnn(-c2nonc2N)c1CN(C)c1ccccc1
-9.2,-0.6,-4.7,-4.2,1.8,4.6,0.6,8.3,-0.1,-2.0,COc1ccccc1CCNC(=O)C(=O)c1cn(CC(=O)N2CCCC2)c2ccccc12
-4.3,-4.3,3.4,-4.6,-0.3,-3.8,0.0,3.7,-1.7,-1.2,COc1ccc(S(=O)(=O)NC(CC(=O)NCC2CCCO2)c2ccco2)cc1 (configuration not stated)
1.5,-1.2,1.2,0.6,-80.1,11.3,-0.5,-5.0,-1.6,12.2,COC(=O)Cc1cc(=O)[nH]c(Nc2nc3ccccc3o2)n1
